GALK inhibitor = inhibitors of human galactokinase; P51570; Purified GALK, Kinase-Glo residual ATP luminescence; Potency, µM (top dose mostly 57.5 µM), for inactives: at the highest dose activity change, negative = inhibition, hits mostly inhibitors; actives 0.007% (n = 270,000); AID 1868; note: potency is the fitted concentration of half-maximal effect; % is set by controls: 0 for no effect and ±100 for the full control effect
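The enzyme phosphorylates galactose (100 uM) using ATP (35 uM); inhibition is detected as higher residual ATP, quantified by bioluminescence after 1 h reaction at room temperature, pH 8.0.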
Menin MLL FP TR = menin-MLL binding inhibition, Texas Red mutant peptide | Menin + Texas Red MLL mutant peptide, fluorescence polarization | Potency, µM (top dose mostly 61.6 µM), without a hit: top-dose FP activity change, negative = inhibition, hits mostly inhibitors | actives 0.23% (n = 270,000) | AID 1768; active = well fitted inhibition curve with a large enough effect in the polarisation, with a control signal flat, not every such curve was filed as active; inconclusive = small, poorly fitted or top-dose-only effect, or effect the other way, or a change in a side signal; inactive = no such curve, though single readings can be large or run the other way; the % refers to the polarisation; note: potency is the fitted concentration of half-maximal effect; % of control where 0% means no effect; many of its hits are not listed in these tables
B2AR arrestin = agonists driving beta-arrestin recruitment to human beta2-adrenergic receptor; actives 0.02% (n = 330,000); beta-arrestin recruitment to beta2AR, cell-based reporter; Potency, µM (doses to about 46.1 µM), for inactives: at the top dose activation, most hits filed as activators; P07550;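 note: potency is the fitted concentration of half-maximal effect; 0% = DMSO controls and full agonism = EC100 isoproterenol or metaproterenol; nearly all actives have a fitted effect of over 65% in size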
TSG101-PTAP inh = blocks PTAP/TSG101 interaction to inhibit HIV-1 budding; Potency, µM (doses to about 115 µM), for the others: top-dose activity change, negative = inhibition, hits mostly inhibitors; 340,000 tested, under 10 active; Fluorescence polarization, FITC-PTAP peptide / Tsg101 binding; AID 493005; active = well fitted inhibition curve with a large enough effect in the main read-out, with a control signal flat, not every such curve was filed as active; inconclusive = small, poorly fitted or top-dose-only effect, or effect the other way, or a change in a side signal; inactive = no such curve, though single readings can be large or run the other way; note: potency is the fitted concentration of half-maximal effect; % of control where 0% means no effect
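Steps: Tsg101 binding domain dispensed (10 uM final), compounds pinned in DMSO, FITC-labeled PTAP-motif peptide added (50 nM final); after 20 min binding at room temperature, polarization measured.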
Giardia killer = Giardia lamblia killing; Giardia lamblia trophozoite viability; activity change, % at 7.66 µM, hits read low; actives 0.15% (n = 340,000); in the data active = activity change below about -80%; inconclusive = between about -30% and that limit;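 note: parasites exposed to compound for two days anaerobically before the ATP read; % is set by controls: 0 for no effect and ±100 for the full control effect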
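Viability, read as ATP luminescence: trophozoites at 100 cells/well, compound added, 48 hrs anaerobic at 37 deg C, then 15-30 min room-temperature development before reading.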
BCR signal inh = blocks chronic active B-cell receptor signaling; ABC-DLBCL IkBa-CBG/CBR reporter, luminescence ratio, 4 h; Potency, µM (doses to about 46.1 µM), for the others: at the highest dose ratio change, negative = lower green/red ratio, hits mostly inhibitors; actives 0.05% (n = 340,000); AID 493014; active = well fitted inhibition curve with a large enough effect in the signal ratio, with a control signal flat, not every such curve was filed as active; inconclusive = small, poorly fitted or top-dose-only effect, or effect the other way, or a change in a side signal; the % refers to the signal ratio;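 note: potency is the fitted concentration of half-maximal effect; plate controls were basal doxycycline-induced cells for no effect and cells given 10 µM MG132 for full effect; MG132 reads +100%, hits lower the ratio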
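TMD8 human ABC-DLBCL cells with doxycycline-inducible IκBα–green luciferase fusion and unfused red luciferase, in 0.5% FBS medium; compounds up to 46 uM, 4 h at 37C. Green/red luminescence ratio, filter-overlap corrected, fitted to concentration-response curves.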
Tb PFK inh = T. brucei PFK enzyme inhibition; Potency, µM (series often up to 57.5 µM), for the others: at the top dose activity, negative = inhibition, usual class: inhibitors; O15648; T. brucei PFK, ADP-Glo luminescence; actives 0.17% (n = 330,000);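 note: potency is the fitted concentration of half-maximal effect; 0% = uninhibited 1x PFK enzyme wells and -100% = no-enzyme wells; nearly all actives have a fitted effect of over 60% in size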
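PFK 1.25 nM, F6P 0.5 mM, ATP 0.1 mM, 0.1 M TEA pH 8.0, 5 mM MgCl2, 0.01% Tween20, 0.1% BSA; 45 min RT. ADP-Glo readout. qHTS titration up to 57 uM; curves fitted, compounds curve-classed.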
S-ASM inh = inhibitors of human secretory acid sphingomyelinase; P17405; placental ASM, HMU-PC fluorogenic substrate, 60 min; actives 0.006% (n = 340,000); Potency, µM (highest dose often 57.5 µM), for the others: at the top dose activity change, negative = inhibition, usual class: inhibitors; AID 504937; note: potency is the fitted concentration of half-maximal effect
Target sequence (P17405 47-631 limits assumed): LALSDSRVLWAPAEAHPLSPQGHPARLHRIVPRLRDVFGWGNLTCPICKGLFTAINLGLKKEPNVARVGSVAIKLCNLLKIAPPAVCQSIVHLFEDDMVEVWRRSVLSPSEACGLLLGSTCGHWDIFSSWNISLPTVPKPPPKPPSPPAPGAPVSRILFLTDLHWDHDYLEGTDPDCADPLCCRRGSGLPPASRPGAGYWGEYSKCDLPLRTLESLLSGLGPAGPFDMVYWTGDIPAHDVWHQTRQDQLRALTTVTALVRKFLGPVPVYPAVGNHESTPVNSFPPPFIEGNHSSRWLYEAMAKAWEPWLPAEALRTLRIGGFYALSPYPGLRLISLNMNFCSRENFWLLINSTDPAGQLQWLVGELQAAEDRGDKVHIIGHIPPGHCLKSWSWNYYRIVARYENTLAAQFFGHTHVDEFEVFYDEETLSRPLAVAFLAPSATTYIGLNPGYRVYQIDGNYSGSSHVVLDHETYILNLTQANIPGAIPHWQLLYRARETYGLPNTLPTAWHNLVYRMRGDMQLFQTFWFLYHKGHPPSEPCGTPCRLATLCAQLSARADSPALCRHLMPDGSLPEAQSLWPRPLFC
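Fluorogenic HMU-PC substrate (9 uM final) is turned over by placental ASM in 60 min at 37 C after a 10 min compound preincubation. Reaction ended by alkaline stop (pH 10), with fluorescence read at 386/447 nm.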
Integrin act MD = activators of alpha7 integrin expression for muscular dystrophy | Potency, µM (highest dose often 38.3 µM), for inactives: top-dose activation, hits mostly activators | alpha7betagal myoblasts, beta-gal FDG fluorescence, 48 h | AID 624291 | actives 0.064% (n = 350,000);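 note: potency is the fitted concentration of half-maximal effect; 100% = response of the positive control SU9516; nearly all actives have a fitted effect of over 60% in size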
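alpha7betagal+/- myoblasts (passage 13, 250/well) treated 48 h at 37C with compounds at 1:260 dilution of DMSO stock. Lysed, then beta-galactosidase activity read as FDG fluorescence (ex 480/em 540) after 30 min, with pre-read for autofluorescence.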
FBPA coupling cs = inhibits coupling enzyme system, counter-screen for aldolase hits | activity change, negative = inhibition, % at 58.2 µM, hits read low | coupling enzyme system counterscreen, AmpLite Red fluorescence | actives 0.67% (n = 290,000); in the data active = activity change below about -30%; note: % is set by controls: 0 for no effect and ±100 for the full control effect
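Final compound at 57.5 uM, incubated 10 min at RT with coupling enzyme reagent (glyceraldehyde-3-phosphate), then 20 min with substrate and AmpLite Red detection. Fluorescence read at 525/598 nm; tests interference with the coupling assay, not aldolase inhibition.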
PKM2 activator = PKM2 (human) enzyme activation; P14618; purified PKM2, Kinase-Glo ATP luminescence, activation; response scale: 0% is enzyme alone, no compound; Potency, µM (highest dose often 57.5 µM), for the others: top-dose activation, actives largely listed as activators; actives 0.34% (n = 260,000); note: potency is the fitted concentration of half-maximal effect; % is set by controls: 0 for no effect and ±100 for the full control effect; nearly all actives have a fitted effect of over 55% in size
Target sequence (P14618 whole entry, looked up): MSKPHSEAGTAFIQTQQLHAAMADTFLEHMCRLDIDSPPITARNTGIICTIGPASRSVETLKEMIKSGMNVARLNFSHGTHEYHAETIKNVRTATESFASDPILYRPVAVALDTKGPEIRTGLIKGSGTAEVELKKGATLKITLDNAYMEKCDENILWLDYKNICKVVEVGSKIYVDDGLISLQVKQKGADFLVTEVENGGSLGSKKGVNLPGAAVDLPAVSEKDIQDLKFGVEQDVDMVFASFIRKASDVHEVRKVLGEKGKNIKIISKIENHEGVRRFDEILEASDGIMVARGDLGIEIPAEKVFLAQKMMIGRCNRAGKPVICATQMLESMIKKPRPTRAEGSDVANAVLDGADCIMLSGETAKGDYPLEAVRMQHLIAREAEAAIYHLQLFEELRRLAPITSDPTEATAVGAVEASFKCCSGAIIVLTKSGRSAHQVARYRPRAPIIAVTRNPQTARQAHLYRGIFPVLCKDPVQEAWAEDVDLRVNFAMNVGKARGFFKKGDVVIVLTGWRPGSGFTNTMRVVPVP
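Purified hPK-M2 (>95% pure) converted ADP (0.1 mM final) to ATP with 0.5 mM PEP in 50 mM imidazole pH7.2, KCl, MgCl2, Tween 20, BSA; 1 h at room temperature. ATP detected by Kinase-Glo luminescence.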
The depositor's hits bear a star; u = inconclusive; x = not tested or not shown; & = joins results of further samples; [ ] = dose if it differs, or a comment. Unless noted, calls come from the whole dose curve; as a rule, active = well fitted curve in the direction sought with a large enough effect; inconclusive = small, poorly fitted or top-dose-only effect, or another doubt; inactive = no such curve, though single readings can be large; an effect the other way counts as inactive or inconclusive. Not all compounds are listed; the hit share may differ from the screen's.

Screens in order – GALK inhibitor | Menin MLL FP TR | B2AR arrestin | TSG101-PTAP inh | Giardia killer | BCR signal inh | Tb PFK inh | S-ASM inh | Integrin act MD | FBPA coupling cs | PKM2 activator
> COc1cc(O)c(C(=O)/C=C/c2ccccc2)c(OC)c1
    2% | 20% | 0.1% | -2% | -13 | u | -2% | 28% | -15% | -1&1 | 4%
> O=C(COc1ccc(F)cc1Br)N1CCN(S(=O)(=O)/C=C/c2ccccc2)CC1
    -2% | 4% | -0.2% | -4% | 2 | 0% | 2% | -1% | 1% | -1 | -2%
> NC(=O)c1cc2ccccc2o/c1=N/NC(=O)c1cccs1
    0% | -4% | -0.6% | -8% | 4 | u | u | -2% | -37% | -2 | -2%
> CCC(CO)Nc1nc2ccc(Cl)cc2c2ccccc12 (stereo not drawn)
    -5% | 42%[activator] | -1.1% | -1% | -27 | u | 4% | 4% | -30% | -4 | -4%
> COc1ccc(OC)c(/C=N/N=C2\SCC(=O)N2Cc2ccco2)c1
    x | 0% | -0.5% | 2% | -3 | -7% | -2% | -2% | 3% | 0 | 0%
> O=C(N/N=C/c1ccccc1OCC(=O)N1CCCC1)C(=O)Nc1ccccc1F
    3% | 0% | -0.4% | 2% | -25 | x | -6% | 2% | -13% | 10 | -37%
> Fc1ccc(NC(=S)NCCN2CCOCC2)cc1
    1% | 19% | 0.3% | 0% | 1 | 8% | 0% | -1% | u | 3 | 0%
> COc1ccc(Cl)cc1C(=O)OCC(=O)N1CCCC(C)C1 (stereo not drawn)
    x | x | -0.5% | -4% | -2 | -1% | 0% | 2% | -2% | x | x
> COCCCNC(=O)Cn1nnc(-c2ccccc2NC(=O)c2ccc(F)cc2)n1
    0% | u | 0.0% | 1% | -6 | u | 1% | 0% | 10% | 5 | 7%
> Cc1cccc(-n2ncc3c(NCc4ccco4)ncnc32)c1
    -1% | 26% | -0.4% | -2% | 6 | u | -3% | 2% | -12% | -8 | 7%
> COc1cccc(-n2c(C)nc3cc(C(=O)O)ccc32)c1
    -2% | x | -0.1% | -7% | -12 | -24% | -1% | 4% | -12% | 5 | -13%
> COc1ccc(-c2[nH]ncc2CN(C)C(C)c2ccncn2)c(F)c1 (stereo not drawn)
    1% | -2% | -0.5% | -3% | -4 | 6% | -7% | 1% | 0% | 1 | -4%
> Cc1cc(-c2nc(C)c(C(=O)NNS(=O)(=O)c3cccc(C(F)(F)F)c3)s2)no1
    -2% | x | -1.0% | 1% | -5 | -7% | 1% | 2% | -1% | 0 | 0%
> COc1ccc(CC2(CO)CCN(C/C=C/c3ccccc3OC)CC2)cc1
    -2% | 0% | 0.2% | 0% | -10 | -12% | 0% | -3% | -57%[inhibitor] | -2 | 1%
> CCOC(=O)N1CCN(C(=O)CCN2C(=O)c3ccccc3S2(=O)=O)CC1
    x | x | 0.0% | -10% | -12 | 3% | -2% | 1% | -6% | x | x

Later entries.
Screens in order – GALK inhibitor | Menin MLL FP TR | B2AR arrestin | TSG101-PTAP inh | Giardia killer | BCR signal inh | Tb PFK inh | S-ASM inh | Integrin act MD | FBPA coupling cs | PKM2 activator
> COc1ccccc1Nc1ccc(Nc2ccccc2OC)nn1
    0% | 13% | -0.6% | 0% | 12 | u | 0% | -2% | -3% | 2 | 4%
> O=C(Cc1ccccc1)NCCn1ccc2ccccc21
    1% | 7% | 0.2% | -3% | -18 | 12% | -2% | 2% | -16% | 1 | -3%
> CC(C)C1=NOC(C(=O)N2CCC(N3CCC(C(=O)N4CCOCC4)CC3)CC2)C1 (stereo not drawn)
    -1% | 1% | 0.0% | -4% | -21 | 0% | 5% | 2% | 23% | 0 | -3%
> Cc1ccc(/C=N/NC(=O)C(c2ccncc2)N2CCOCC2)cc1 (stereo not drawn)
    5% | x | -0.5% | 1% | -3 | 2% | -1% | 0% | -7% | -1 | -1%
> COc1ccc2nc(-c3ccccc3)nc(SCC(=O)NCC3CCCO3)c2c1 (stereo not drawn)
    5% | -19% | -0.3% | -2% | -3 | 7% | -2% | 14% | -12% | 1 | 0%
> Cc1cccc(OCc2n[nH]c(=S)n2-c2ccccc2)c1
    2% | -14% | 0.0% | -5% | 16 | -1% | 2% | 0% | u | 1 | -1%
> CCn1c(COc2cccc(C)c2)nc2ccccc21
    0% | -6% | 5.3% | -12% | 22 | 5%&10% | -6% | 1% | 31% | 4 | -5%
> CC(Nc1ccc(Cl)cc1)C(=O)NN (stereo not drawn)
    3% | x | -0.7% | 1% | u | 0% | 0% | -1% | -38% | 4 | 2%
> COC(=O)c1ccc(COn2nnc3ccccc32)cc1
    12% | -14% | -0.2% | -2% | -9 | u | -8% | -5% | -14% | -1 | x
> CC(C)NC(=O)C(=O)NCCN1CCN(C(=O)c2ccc(C(C)(C)C)cc2)CC1
    0% | -25% | -0.3% | -4% | -22 | 0% | 1% | 5% | 20% | 0 | 5%
> CC[N+](CC)(CC)CC(=O)Nc1c(C)cccc1C
    x | 4% | x | -1% | -11 | x | x | 1% | x | 6&0&1 | -6%
> O=C(CCCOc1ccccc1)N1CCN(S(=O)(=O)c2cccc(F)c2)CC1
    x | x | -0.2% | 1% | 0 | 0% | -1% | -4% | 2% | x | x
> Cc1cccc(N2C(=O)c3ccc(C(=O)Nc4cccc(C(=O)O)c4)cc3C2=O)c1
    0% | 3% | -0.2% | -7% | 28 | 1% | 6% | 0% | 10% | 4 | x
> CCOC(=O)c1c(-c2ccco2)csc1NC(=O)COC(=O)c1cnccn1
    x | x | u | 1% | 22 | 4% | 6.7µM* | -6% | -5% | x | x
> CCN(C(=O)COC(=O)CN1C(=O)c2ccccc2C1=O)c1ccccc1
    x | x | 0.0% | -7% | -8 | -3% | -6% | 3% | 0% | x | x

Quoted from the entries so far (3 entries):
Screens in order – GALK inhibitor | Menin MLL FP TR | B2AR arrestin | TSG101-PTAP inh | Giardia killer | BCR signal inh | Tb PFK inh | S-ASM inh | Integrin act MD | FBPA coupling cs | PKM2 activator
> Cc1cccc(N2C(=O)c3ccc(C(=O)Nc4cccc(C(=O)O)c4)cc3C2=O)c1
    0% | 3% | -0.2% | -7% | 28 | 1% | 6% | 0% | 10% | 4 | x
> CCOC(=O)c1c(-c2ccco2)csc1NC(=O)COC(=O)c1cnccn1
    x | x | u | 1% | 22 | 4% | 6.7µM* | -6% | -5% | x | x
> CCN(C(=O)COC(=O)CN1C(=O)c2ccccc2C1=O)c1ccccc1
    x | x | 0.0% | -7% | -8 | -3% | -6% | 3% | 0% | x | x

(further entries)
Screens in order – GALK inhibitor | Menin MLL FP TR | B2AR arrestin | TSG101-PTAP inh | Giardia killer | BCR signal inh | Tb PFK inh | S-ASM inh | Integrin act MD | FBPA coupling cs | PKM2 activator
> CCOC(=O)COc1c(/C=N\O)cc(Cl)cc1OC
    1% | -4% | 0.2% | -1% | -3 | -2% | -5% | -1% | 13% | 5 | x
> Cc1c(Cl)cccc1NC(=O)NCCCN1CCCC1=O
    -2% | x | 0.1% | -1% | -5 | -12% | 1% | 3% | 21% | x | 1%
> CN1c2ccccc2C(=O)NC1c1ccc([N+](=O)[O-])s1 (stereo not drawn)
    0% | x | -0.2% | -3% | u | 5% | -2% | -3% | -41% | 5 | u
> COc1ccc(Cl)c(OC)c1C(=O)NC(=O)Nc1nc(C)nc(C)n1
    -6% | x | 0.5% | -3% | 8 | u | 1% | 0% | -37% | x | 2%
> Cc1ccc(OCC(=O)N/N=C/c2cccn2C)cc1C
    -4% | x | -1.7% | -3% | 67[activator] | 0% | 5% | 0% | u | -16 | 10%
> COc1ccc(NC(=S)/N=C(\N)Nc2nc(C)c3ccccc3n2)cc1
    -2% | x | -0.6% | -7% | -19 | u | 0% | -7% | -46%[inhibitor] | -1 | -3%
> COCCn1c(SCC(=O)NNC(=O)Cc2ccccc2)nc2ccccc2c1=O
    -2% | -4% | -1.1% | 2% | 5 | 1% | 14% | 7% | 18% | 4 | 6%
> CCC(=O)Nc1ccc2c(c1)nc(CCN1CCCCC1)n2C
    0% | 3% | 0.4% | -10% | -16 | -4% | 0% | 1% | -59%[inhibitor] | 0 | x
> CC(c1ccco1)N(C(=O)C12CC3(C)CC(C)(CC(C)(C3)C1)C2)c1ccccn1 (stereo not drawn)
    -1% | x | 0.1% | -7% | u | -31% | -5% | -1% | -9% | 0 | -1%

Source: PubChem (National Center for Advancing Translational Sciences (NCATS))
